# RXFP1 antag = qHTS Assay for Antagonists of the Relaxin Receptor RXFP1 | AID 1259400, 2018 | hit rate 0.59% among 350,000 | HEK293-RXFP1, relaxin-stimulated cAMP HTRF, 30 min; stronger effect = lower value | activity change, negative = inhibition, % at 57.5 µM;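 active means activity change of -60% or lower, but not beyond a set lower limit; inconclusive means change between -60% and -40%, or beyond the set limit; inactive means change above -40%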; further: on the % scale 0 is the no-effect control and ±100 the full control effect
# POLI inh = qHTS for Inhibitors of Polymerase Iota. DNA polymerase iota (Homo sapiens), Q9UNA4. Pol iota fluorescent replication assay, 10 min. Potency, µM (top dose mostly 115 µM), for the others: at the highest dose activity, negative = inhibition, actives largely listed as inhibitors. hit rate 1% among 390,000; further: potency means the concentration at half of the fitted maximal effect
#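 Fluorescent replication assay read twice, at 0 min and 10 min after adding 50 nM (final) substrate. Enzyme (10 nM) and compounds were first incubated 15 min at room temperature; enzyme-free buffer wells were negative controls.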
# Pol beta inh = qHTS Assay for Inhibitors of DNA Polymerase Beta; Potency, µM (highest dose often 114 µM), for the others: at the highest dose activity change, negative = inhibition, usual class: inhibitors; Pol beta primer extension/strand displacement, fluorescence kinetic; P06746; hit rate 1.3% among 340,000; further: potency means the concentration at half of the fitted maximal effect; on the % scale 0 is the no-effect control and ±100 the full control effect
#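 Kinetic readout of DNA synthesis with strand displacement by Pol beta. Compound and 10 nM enzyme sit 15 min at room temperature; 50 nM substrate starts the reaction, read immediately and at 10 min.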
# Pol eta inh = qHTS for Inhibitors of Polymerase Eta; recombinant Pol eta, fluorescent DNA replication assay; Potency, µM (titrated, usually from 114 µM), for inactives: at the highest dose activity change, negative = inhibition, usual class: inhibitors; hit rate 1.2% among 390,000; AID 588591, 2011; further: potency means the concentration at half of the fitted maximal effect; on the % scale 0 is the no-effect control and ±100 the full control effect
#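 Pol eta (10 nM) was preincubated with compounds for 15 min at room temperature, after which fluorescent replication substrate (50 nM final) was added to start the reaction. Fluorescence was read kinetically at 0 and 10 min.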
# Anesthetic bind = qHTS Assay for Identification of Novel General Anesthetics; Ferritin light chain (Equus caballus), P02791; apoferritin/1-aminoanthracene competitive binding, fluorescence; Potency, µM (highest dose often 77.5 µM), without a hit: top-dose activity change, negative = displacement, most hits filed as inhibitors; hit rate 0.074% among 350,000; further: potency means the concentration at half of the fitted maximal effect; on the % scale 0 is the no-effect control and ±100 the full control effect; nearly all actives have a fitted effect of over 20% in size
# Target sequence (P02791 2-175 limits assumed): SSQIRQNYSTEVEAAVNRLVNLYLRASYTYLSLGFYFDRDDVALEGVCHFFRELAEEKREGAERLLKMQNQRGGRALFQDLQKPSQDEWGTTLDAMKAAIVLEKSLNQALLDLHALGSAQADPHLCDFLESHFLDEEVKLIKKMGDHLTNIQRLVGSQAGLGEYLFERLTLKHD
#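 Read-out: endpoint 1-AMA fluorescence, excitation 380 nm and emission 535 nm, after compounds sit 10 min at room temperature with 10 uM horse-spleen apoferritin in 50% saturated 1-AMA/PBS. Values come from four-parameter Hill fits.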
# BLM helicase inh = qHTS Assay for Inhibitors of Bloom's syndrome helicase (BLM); hit rate 0.2% among 350,000; Potency, µM (top dose mostly 56.1 µM), for inactives: top-dose activity change, negative = inhibition, actives largely listed as inhibitors; recombinant BLM DNA unwinding, fluorescence dequenching; RecQ-like DNA helicase BLM (Homo sapiens), P54132;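 further: potency means the concentration at half of the fitted maximal effect; plate controls were vehicle for no effect and no enzyme for full effect; nearly all actives have a fitted effect of over 35% in size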
# Tb PGK inh = qHTS Assay to Find Inhibitors of Phosphoglycerate Kinase; Potency, µM (highest dose often 57.5 µM), without a hit: top-dose activity change, negative = inhibition, hits mostly inhibitors; PGK/GAPDH coupled, Kinase-Glo luminescence, 60 min; hit rate 0.043% among 380,000; further: potency means the concentration at half of the fitted maximal effect; on the % scale 0 is the no-effect control and ±100 the full control effect; nearly all actives have a fitted effect of over 60% in size
#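 Recombinant glycosomal PGK reaction used 1,3-bisphosphoglycerate generated in-well by GAPDH (100nM final) in 100mM TEA pH 7.6, 5mM MgCl2, 0.01% Tween-20. After 60 minutes at room temperature, ATP was read by Kinase-Glo Plus luminescence end-point.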
# Pol kappa inh = qHTS for Inhibitors of Polymerase Kappa; DNA polymerase kappa (Homo sapiens), Q9UBT6; purified Pol kappa, fluorescent DNA synthesis assay, 10 min; Potency, µM (series often up to 107 µM), for the others: at the highest dose activity, negative = inhibition, actives largely listed as inhibitors; hit rate 0.53% among 400,000; AID 588579, 2011; further: potency means the concentration at half of the fitted maximal effect; on the % scale 0 is the no-effect control and ±100 the full control effect
#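 10 nM Pol kappa was preincubated with compounds for 15 min at room temperature. Reaction started with 50 nM (final) substrate. Fluorescence read kinetically at 0 and 10 min.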
# APEX1 inh = qHTS Assay for Inhibitors of the Human Apurinic/apyrimidinic Endonuclease 1 (APE1). recombinant APE1, TAMRA/BHQ-2 abasic DNA cleavage fluorescence. AID 2517, 2012. DNA repair nuclease/redox regulator APEX1 (Homo sapiens), P27695. Potency, µM (series often up to 65.8 µM), without a hit: at the top dose activity change, negative = inhibition, actives largely listed as inhibitors. hit rate 0.35% among 350,000;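 further: potency means the concentration at half of the fitted maximal effect; plate controls were vehicle for no effect and reference inhibitor for full effect; nearly all actives have a fitted effect of over 55% in size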
# Target sequence (P27695 whole entry, looked up): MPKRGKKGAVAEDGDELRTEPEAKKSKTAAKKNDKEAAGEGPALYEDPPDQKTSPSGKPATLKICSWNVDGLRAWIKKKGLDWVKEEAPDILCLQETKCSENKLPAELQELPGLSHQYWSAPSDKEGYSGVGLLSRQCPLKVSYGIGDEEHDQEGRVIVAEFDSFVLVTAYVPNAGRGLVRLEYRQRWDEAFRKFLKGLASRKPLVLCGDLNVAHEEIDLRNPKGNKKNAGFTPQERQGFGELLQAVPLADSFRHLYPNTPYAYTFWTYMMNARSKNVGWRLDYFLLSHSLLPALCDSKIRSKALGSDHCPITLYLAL
#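 Activity was derived from the fluorescence gain between first and third kinetic reads (60 s intervals, ex 525/em 598 nm) after 50 nM THF-abasic TAMRA/BHQ-2 duplex was added to 0.75 nM APE1 preincubated 15 min with compound.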
# An asterisk follows results filed as active; i = inactive; ? = inconclusive; . = no result given; & = joins results of further samples; [ ] = another dose, or the depositor's remark. Unless noted, the call rests on the fitted dose curve; in most records, active means well fitted curve in the direction sought with a large enough effect; inconclusive means small, poorly fitted or top-dose-only effect, or another doubt; inactive means no such curve, though single readings can be large; an effect the other way counts as inactive or inconclusive. The list is partial (hit frequency here may not be typical).
# Each structure is followed by: Pol eta inh	POLI inh	Pol beta inh	BLM helicase inh	Tb PGK inh	APEX1 inh	Pol kappa inh	RXFP1 antag	Anesthetic bind
- Cc1nc2ccccn2c1C(=O)N/N=C/c1ccc2c(c1)OCO2
    -3%	10%	1%	-2%	-9%	4%	0%	.	-3%
- O=C(N/N=C/c1c[nH]c2ccccc12)C1COc2ccccc2O1 (stereo not drawn)
    -21%	13%	14%	-7%	-9%	4%	-11%	0	-9%
- O=C(CN1C(=O)C2(SCC(=O)N2c2cccc(F)c2)c2ccccc21)NCc1ccccc1Cl (stereo not drawn)
    -2%	15%	-1%	-1%	10%	.	-6%	.	-16%
- CC(OC(=O)CCOc1ccccc1)C(=O)Nc1ccc(Cl)cn1 (stereo not drawn)
    -10%	?	5%	-1%	4%	-4%	-17%	-5	-19%
- Cc1ccc(Cn2c(SCC(=O)N/N=C/c3ccccc3OCC(=O)O)nc3ccccc32)cc1
    -7%	?	?	1%	-6%	2%	-12%	-9	-2%
- COc1cccc(CN2CCNC(=O)C2CC(=O)N(C)C2CCCCC2)c1OC (stereo not drawn)
    -19%	27%	.	.	4%	.	-9%	-8	.
- CCCCOCCCNC(=O)c1ccc2c(c1)OCO2
    -15%	29%	2%	-3%	1%	4%	-13%	10	-17%
- Clc1cccc(OCc2nnc(-c3ccccc3Br)o2)c1
    5%	5%	-15%	-9%	10%	72%	-10%	1	-8%
- CCOCCc1nnc(NC(=O)C2CCN(C(=O)c3ccco3)CC2)s1
    0%	8%	8%	-7%	0%	20%	-12%	2	-1%
- COc1cccc(-c2cc(C(=O)NC3CCCC3)c3ccccc3n2)c1
    5%	43%[activator]	.	.	i	.	5%	2	.
- COc1cccc(C(=O)Cn2c(N3CCOCC3)nc3c2c(=O)n(C)c(=O)n3C)c1
    -11%	17%	29%	0%	7%	-1%	-12%	6	-9%
- NCCCCC(=O)O
    5%	-6%	-3%[57.1 µM]	2%	-3%	13%&-7%&-1%	5%[60.1 µM]	.	-4%
- CCn1c(-c2ccco2)nc2ccccc21
    -6%	14%	-1%	1%	-6%	-6%	-5%	7	2%
- Cc1cccc(N2CCN(C(=O)CSc3ccsc3[N+](=O)[O-])CC2C)c1 (stereo not drawn)
    ?	78%[activator]	?	-17%	5%	-1%	?	5	-21%
- CN1C(=O)C(C)(C)c2cc(S(=O)(=O)N3CCC(C(=O)NCc4ccccc4Cl)CC3)ccc21
    -10%	1%	-1%	0%	-1%	27%	-23%	.	-24%
- Cc1ccc(-n2ncc(C(=O)NCCN3CCN(C)CC3)c2C2CCN(C(=O)OC(C)(C)C)CC2)cc1
    -4%	7%	0%	3%	2%	.	-19%	-2	1%
- COc1ccc(N(CC(=O)NCC2CCCO2)C(=O)CCC(=O)Nc2nccs2)c(OC)c1 (stereo not drawn)
    -4%	101%[activator]	6%	-4%	i	13%	-9%	6	-3%
- O=C(O)c1cccc2c1C(=O)c1cccc3snc-2c13
    -10%	41%[activator]	1%	-7%	-2%	-3%	0%	-5	3%
- O=C1CCNc2cc3ccccc3cc21
    ?	-14%	25µM*	0%	0%	15%	-17%	3	34%[activator]
- Cc1ccc(SCCSc2nc(C)cc(=O)[nH]2)cc1
    -2%	-5%	16%	-6%	-7%	-3%	-8%	9	-22%

# Reformatted comma-delimited: entries from further up.
structure,Pol eta inh,POLI inh,Pol beta inh,BLM helicase inh,Tb PGK inh,APEX1 inh,Pol kappa inh,RXFP1 antag,Anesthetic bind
CCn1c(-c2ccco2)nc2ccccc21,-6%,14%,-1%,1%,-6%,-6%,-5%,7,2%
Cc1cccc(N2CCN(C(=O)CSc3ccsc3[N+](=O)[O-])CC2C)c1 (stereo not drawn),?,78%[activator],?,-17%,5%,-1%,?,5,-21%
CN1C(=O)C(C)(C)c2cc(S(=O)(=O)N3CCC(C(=O)NCc4ccccc4Cl)CC3)ccc21,-10%,1%,-1%,0%,-1%,27%,-23%,.,-24%
Cc1ccc(-n2ncc(C(=O)NCCN3CCN(C)CC3)c2C2CCN(C(=O)OC(C)(C)C)CC2)cc1,-4%,7%,0%,3%,2%,.,-19%,-2,1%
COc1ccc(N(CC(=O)NCC2CCCO2)C(=O)CCC(=O)Nc2nccs2)c(OC)c1 (stereo not drawn),-4%,101%[activator],6%,-4%,i,13%,-9%,6,-3%
O=C(O)c1cccc2c1C(=O)c1cccc3snc-2c13,-10%,41%[activator],1%,-7%,-2%,-3%,0%,-5,3%
O=C1CCNc2cc3ccccc3cc21,?,-14%,25µM*,0%,0%,15%,-17%,3,34%[activator]
Cc1ccc(SCCSc2nc(C)cc(=O)[nH]2)cc1,-2%,-5%,16%,-6%,-7%,-3%,-8%,9,-22%

# Other entries follow.
# Each structure is followed by: Pol eta inh	POLI inh	Pol beta inh	BLM helicase inh	Tb PGK inh	APEX1 inh	Pol kappa inh	RXFP1 antag	Anesthetic bind
- CCNC(=O)C1Cc2ccccc2CN1S(=O)(=O)c1ccc(F)cc1 (stereo not drawn)
    -10%	18%	24%	-2%	0%	6%	16%	-2	2%
- CC(C)C(NC(=O)COc1ccccc1)C(=O)O (stereo not drawn)
    -11%	2%[58.9 µM]	4%	2%	1%	-1%	-9%	-7	-4%
- CCOc1ccc(C2c3c(oc4cc(C)c(C)cc4c3=O)C(=O)N2c2ccccn2)cc1 (stereo not drawn)
    -6%	13%	7%	4%	-9%	.	-5%	-11	3%
- COc1ccc(Nc2cc(C(=O)NCc3cccs3)c3ccccc3n2)cc1
    -14%	30%	8%	0%	i	.	3%	2	534%[activator]
- CCNC(=O)N(C(=O)NCC)n1c(C)nnc1C
    -7%	-6%	4%	2%	5%	-2%	?	-3	-4%
- CCC(C)(C)NC(=O)C(c1ccc(OC)cc1)N(C(=O)CCC(=O)Nc1cc(C)on1)c1cccc(F)c1 (stereo not drawn)
    -7%	39%[activator]	?	-4%	1%	11%	-8%	-9	-18%
- COC(=O)CCC(=O)N1CCOCCOCCN(C(=O)CCC(=O)OC)CCOCCOCC1
    -10%	5%	39%	3%	i	5%	5%	-2	-2%
- COC(=O)Cn1nc(-c2ccc(C)c(S(=O)(=O)N(C)C)c2)c2ccccc2c1=O
    -1%	9%	23%	1%	1%	-3%	-14%	6	-9%
- COc1ccc(S(=O)(=O)N2CCC3(CC2)CC(=O)c2ccccc2O3)cc1C
    -21%	24%	.	.	i	-3%	2%	1	.
- CC(C(=O)OCC(=O)N(C)C1(C#N)CCCCC1)N1C(=O)c2ccccc2C1=O (stereo not drawn)
    -8%	22%	.	.	i	-1%	-1%	15	.
- CN(C)Cc1c(C(=O)N/N=C/C=C/c2ccccc2)nnn1-c1nonc1N
    -12%	-11%	26%	-1%	i	52%	-1%	-19	?
- COc1ccc2c(c1)OC/C(=C/c1cccs1)C2=O
    -21%	32%[activator]	-17%[57.1 µM]	-7%	-15%	-1%	-2%	-8	?
- Cc1ccc(S(=O)(=O)c2cn(CC(=O)Nc3ccccc3C)c3cc4c(cc3c2=O)OCO4)cc1
    -22%	30%[activator]	-4%	-5%	8%	.	-8%	.	-4%
- c1ccc(N2CCN(c3ccccc3)C2c2cccnc2)cc1
    -9%	8%	5%	-6%	-3%	5%	-13%	-7	?
- N#Cc1cc2cc3c(cc2nc1N1CCCCC1)OCCO3
    4%	42%[activator]	-18%	2%	0%	19%	-2%	-4	101%[activator]
- Cc1ccccc1-c1noc(-c2ccc(NCc3ccco3)c([N+](=O)[O-])c2)n1
    -13%	2%	9%	-3%	0%	.	-14%	.	-5%
- Cn1c(=O)n(Cc2ccccc2Cl)c(=O)c2c1nc1n2CCN1c1ccccc1
    -12%	13%	-2%	-2%	-2%	.	-7%	10	-18%
- Cc1cc(C)n(-c2ccc(C)c(Cl)c2)n1
    -22%	6%	4%	2%	-1%	0%	-3%	-2	?
- CSc1nc(-c2ccc(Cl)cc2)nn1C(=O)c1ccco1
    3%	8%	?	0%	-2%	12%	-5%	-12	-5%
- O=C(CSc1ccc2c(c1)OCCO2)Nc1ncc(Cl)cc1Cl
    1%	10%	26%	-12%	1%	11%	-6%	3	?

# Next compounds
# Each structure is followed by: Pol eta inh	POLI inh	Pol beta inh	BLM helicase inh	Tb PGK inh	APEX1 inh	Pol kappa inh	RXFP1 antag	Anesthetic bind
- COc1cccc(CNC(=O)CCCn2ncn3c(cc4occc43)c2=O)c1
    7%	1%&5%	34%&14%	2%&2%	-9%	1%	-4%&-19%	-24&14	-4%&6%
- Cc1ccc(C(=O)Nc2ccc3c(c2)nc2n3CCSC2)cc1
    4%	5%	-2%	-4%	i	27%	-4%	-1	-8%
- NNC(=O)CN1C(c2ccccc2Br)=Nc2ccc(Br)cc2C1c1ccccc1 (stereo not drawn)
    ?	19%	-3%	-13%	-3%	5%	-5%	.	-11%
- COC(=O)c1ccccc1Oc1ccc(NC(=O)C(C)(C)CCl)cc1
    -23%	25%	28%	-12%	-2%	10%	6%	-10	-16%
- O=C(COC(=O)Cc1n[nH]c(=O)c2ccccc12)Nc1cccc(C(F)(F)F)c1
    -8%	6%	1%	-3%	-4%	0%	-2%	0	?
- Oc1ccc(/C=N/Nc2ncc(Cl)cc2Cl)cc1
    -13%	5%	-13%	-3%	-1%	8%	5%	-20	-10%

# Source: PubChem BioAssay (National Center for Advancing Translational Sciences (NCATS))
